Bioassay records as filed in PubChem.
T cell modulator = modulates CD8 T cell binding to vesicles; 0.068% of 330,000 active; calls only at 7 µM; 2C CD8+ T cell-vesicle binding, flow cytometry; active compounds read low;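 active means response, share of CD8 T cells binding vesicles, and their 90th percentile fluorescence all below set limits, cut at about 80% in these data, passing the limit was not always enough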
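Read-out – percent CD8+ FL2 mean versus row control · System – murine 2C transgenic CD8+ T lymphocytes · Times – 1.5 h cell–vesicle binding at 37 °C, then 20 min icy labelling · Control set – naked vesicles low, QL9 vesicles with vehicle high · Detection – cytometric PE anti-B7-1 and Alexa647 anti-CD8 signals after 1% paraformaldehyde fixation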
T cell modulator vesicle-bound % = further read-out of T cell modulator, marked with its call; double positive events, %; measured here: CD8+ vesicle-bound cell fraction;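 binding gate set so that unloaded-vesicle control wells show 10% double positive cells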
The depositor's hits bear a star; i = inactive. These rows are one share of the data, so the mix of outcomes need not match the whole.

The opening 6 records (preview)
SMILES | T cell modulator | T cell modulator vesicle-bound %
O=C(O)c1cc(N/N=C/c2ccc(-c3ccc(F)cc3)o2)ccc1Cl | i | 12.6
Oc1c(Br)cccc1/C=N/c1ncn[nH]1 | i | 21.8
Cc1cccc(C(=O)NCc2ccco2)c1 | i | 37.3
CCCCn1c(N)c(N(CCOC)C(=O)c2ccc(-c3ccc(C(C)=O)cc3)o2)c(=O)[nH]c1=O | i | 14.0
Cc1ccc(C(=O)NCc2cccnc2)cc1S(=O)(=O)N1CCCCCC1 | i | 26.2
Nc1cc(N)nc(SCC(=O)Nc2cc(S(=O)(=O)N3CCOCC3)ccc2Cl)n1 | i | 63.1

Results, repeating the preview:
SMILES | T cell modulator | T cell modulator vesicle-bound %
O=C(O)c1cc(N/N=C/c2ccc(-c3ccc(F)cc3)o2)ccc1Cl | i | 12.6
Oc1c(Br)cccc1/C=N/c1ncn[nH]1 | i | 21.8
Cc1cccc(C(=O)NCc2ccco2)c1 | i | 37.3
CCCCn1c(N)c(N(CCOC)C(=O)c2ccc(-c3ccc(C(C)=O)cc3)o2)c(=O)[nH]c1=O | i | 14.0
Cc1ccc(C(=O)NCc2cccnc2)cc1S(=O)(=O)N1CCCCCC1 | i | 26.2
Nc1cc(N)nc(SCC(=O)Nc2cc(S(=O)(=O)N3CCOCC3)ccc2Cl)n1 | i | 63.1
Cc1ccccc1C1C(=O)c2ccccc2C1=O | i | 28.1
Cc1cccc(NC(=O)CSc2nc3ccccc3nc2N2CCCC2)c1C | i | 16.6
Cn1c(SCC(=O)Nc2ccccc2F)nnc1-c1cccs1 | i | 11.8
Cc1ccc(-c2nc(CS(=O)CC(=O)NCCN3CCCCC3C)c(C)o2)cc1 (stereo unspecified) | i | 21.8
Cc1ccc(CN2C(=O)C(=O)c3cc(C)ccc32)cc1 | i | 54.4
CCOC(=O)N1CCN(S(=O)(=O)c2ccc(C(=O)Nc3sc4c(c3C(N)=O)CCN(CC)C4)cc2)CC1 | i | 61.9
CCC(C)N(C(=O)COC(=O)C1CCN(S(=O)(=O)c2ccc(C)c(C)c2)CC1)C1CCS(=O)(=O)C1 (stereo unspecified) | i | 29.9
CCN(C(=O)c1cc(S(=O)(=O)N2CCOCC2)cn1C)c1cccc(C)c1 | i | 27.0
CCOc1ccc(N(CC(=O)NC2CCCCC2)S(=O)(=O)c2ccccc2)cc1 | i | 28.3
O=C(CCS(=O)(=O)c1ccccc1)Nc1ncc([N+](=O)[O-])s1 | i | 47.0
c1ccc2nc3c(nc2c1)OCC1CCCCN31 (stereo unspecified) | i | 13.8
CC(C)N(C(=O)Cn1c(=O)oc2ccccc21)c1ccccc1 | i | 35.0
CC#C[C@@H](CC)c1ccc2ccn(C)c2c1 | i | 34.3
CC(C)(CNC(=O)c1ccc(S(=O)(=O)Nc2ccccc2F)cc1)N1CCOCC1 | i | 48.3
Cc1cccc(NC(=O)CN2CCN(C(=O)c3cccc(-n4cnnn4)c3)CC2)c1C | i | 34.5
Cc1ccc(-c2nc3ncccc3o2)cc1NC(=O)C(C)C | i | 56.7
COc1cccc(OC)c1C(=O)Nc1ccc(C(=O)c2ccncc2)cc1 | i | 29.9
Cc1cc(C)cc(-n2ccnc2SCC(=O)c2c(N)n(C3CC3)c(=O)[nH]c2=O)c1 | i | 33.9
O=C(Cc1ccc(S(=O)(=O)N2CCOCC2)s1)NCC(=O)Nc1ccccc1Br | i | 43.7
CN(c1ccccc1)S(=O)(=O)c1ccc(C(=O)Nc2ccncc2)cc1 | i | 54.8
Cc1ccc(S(=O)(=O)N(C)C)cc1NC(=O)c1cc(=O)c2ccccc2o1 | i | 35.5
COC(=O)[C@]1(C)N[C@H](CN(C)S(=O)(=O)c2ccc(OC(F)(F)F)cc2)[C@@H]2C(=O)N(Cc3ccccc3)C(=O)[C@@H]21 | i | 10.2
Cc1ccccc1NC(=O)CCc1c(C)nn(-c2ccc(N3CCOCC3)nn2)c1C | i | 4.2
O=C(CCNS(=O)(=O)c1ccc(Cl)cc1)OCC(=O)N1CCN(C(=O)c2ccco2)CC1 | i | 24.3

Record cards, from the list above. Order of screens: T cell modulator	T cell modulator vesicle-bound %
Record of COC(=O)[C@]1(C)N[C@H](CN(C)S(=O)(=O)c2ccc(OC(F)(F)F)cc2)[C@@H]2C(=O)N(Cc3ccccc3)C(=O)[C@@H]21 : i	10.2
Record of COc1cccc(OC)c1C(=O)Nc1ccc(C(=O)c2ccncc2)cc1 : i	29.9
Record of Cc1cccc(NC(=O)CN2CCN(C(=O)c3cccc(-n4cnnn4)c3)CC2)c1C : i	34.5
Record of O=C(Cc1ccc(S(=O)(=O)N2CCOCC2)s1)NCC(=O)Nc1ccccc1Br : i	43.7
Record of O=C(CCNS(=O)(=O)c1ccc(Cl)cc1)OCC(=O)N1CCN(C(=O)c2ccco2)CC1 : i	24.3

Following part:
SMILES | T cell modulator | T cell modulator vesicle-bound %
COC(=O)CN1C(=O)[C@H]2[C@@H](/C=C/c3ccccc3)N3C(=O)CN(Cc4ccccc4)C(=O)[C@@]3(C)[C@H]2C1=O | i | 34.8
COc1cc(OC)c(C(=O)OC(C)C(=O)NCc2ccc3c(c2)OCO3)cc1OC (stereo unspecified) | i | 31.8
COCCNC(=O)c1cccc(OC2CCN(Cc3ccc(Cl)c(F)c3)CC2)c1 | i | 61.9
O=C(COC(=O)c1cccs1)NCc1cccs1 | i | 35.4
CCN(CC)C(=O)c1sc(NC(=O)c2ccc3c(c2)OCO3)c(C(N)=O)c1C | i | 20.7
CCCCC(c1nnnn1C(C)C)N1CCN(C(=O)c2ccco2)CC1 (stereo unspecified) | i | 49.1
COC(=O)c1nc(NC(=S)NC(=O)c2cccs2)sc1C | i | 9.0
Cc1onc(-c2ccccc2)c1C(=O)OCC(=O)NC(C)c1ccc(Cl)cc1 (stereo unspecified) | i | 37.5
COc1ccc(C(=O)NCc2cc(C(C)C)no2)cc1OC1CCN(C(C)C)CC1 | i | 39.4
O=C(CCN1C(=O)/C(=C/c2ccccc2F)SC1=S)NC1C=CS(=O)(=O)C1 (stereo unspecified) | i | 10.5
COc1ccc(OC(C)C(=O)NC(C)c2ccccc2)cc1 (stereo unspecified) | i | 64.3
O=C(Nc1cccc(F)c1)c1ccc(S(=O)(=O)N2CCCCC2)cc1 | i | 68.2
CC(=O)C[C@@H](O)CC(=O)[C@@H]1OC(=O)CCCCCCCc2ccccc21 | i | 7.0
OC(C[n+]1ccccc1)c1ccccc1 (stereo unspecified) | i | 36.0
N#Cc1ccsc1NC(=O)C1CC(=O)N(Cc2ccccc2)C1 (stereo unspecified) | i | 40.1
CCn1c(SCC(=O)Nc2ccc(NC(C)=O)cc2)nc2c1c(=O)n(C)c(=O)n2C | i | 27.4
CC(C)(C)C(=O)Nc1ccc(S(=O)(=O)NC2=NCCCCC2)cc1 | i | 40.7
N#Cc1ccc(C(=O)OCC(=O)N2CCCC2)cc1 | i | 48.5
O=C(Cc1cccc([N+](=O)[O-])c1)Nc1ccc(C(=O)N2CCCCC2)cc1 | i | 55.5
COc1ccc(CC(=O)Oc2ccccc2C)cc1 | i | 37.7
CN(Cc1ccccc1)C(=O)CN1C(=O)NC(C)(c2ccc(Cl)cc2)C1=O (stereo unspecified) | i | 20.4
Cc1cc(=O)nc2c3ccccc3n(CC(=O)NC3CCCCC3)n12 | i | 11.4
Cc1ccc(C(=O)N/C(=C\c2cn(C)c3ccccc23)C(=O)N2CCOCC2)cc1 | i | 19.1
Cc1cc(N2CCN(c3ncccn3)CC2)nc2c(C)cccc12 | i | 51.4
COc1ccc(-c2cc3ccc(OC(C)C(=O)O)cc3oc2=O)cc1 (stereo unspecified) | i | 41.9
O=C(CCc1ccccc1)NNC(=O)Nc1ccc(F)c(Cl)c1 | i | 7.1
CCc1cc(C(=O)N2CCN(S(=O)(=O)c3ccccc3F)CC2)sc1C | i | 43.5
CC(C)CN1C(=O)N(c2ccc(Cl)cc2)C(C)(O)CC1(C)C (stereo unspecified) | i | 31.9
CSc1ccccc1NC(=O)CSc1nnc(CNC(=O)c2ccccc2F)n1C | i | 35.6
O=C(CN1C(=O)COc2ccccc21)NCCCN1CCOCC1 | i | 49.9
Cc1ccccc1CNC(=O)C(=O)NCC1CCCN1S(=O)(=O)c1ccccc1 (stereo unspecified) | i | 29.2
NS(=O)(=O)OCC(Cc1ccccc1)N1C(=O)c2ccccc2C1=O (stereo unspecified) | i | 14.6
COc1ccc(N2CCN(C(=O)C3CCCN(S(=O)(=O)c4ccc(C)cc4)C3)CC2)cc1 (stereo unspecified) | i | 29.8
O=C(CSc1nc2nccnc2c(=O)n1Cc1cccs1)Nc1ccccc1F | i | 5.4
Cc1cc(C)cc(NC(=S)NC(=O)Cc2ccccc2)c1 | i | 57.8
COC(=O)C(Cc1c[nH]c2ccccc12)NC(=O)c1cccc(S(=O)(=O)N2CCCCC2)c1 (stereo unspecified) | i | 39.0
O=S(=O)(/C=C/c1ccccc1)N1CCc2ccccc2C1 | i | 30.2
CC(C)C(NC(=O)c1ccc(F)cc1)C(=O)N1CCN(c2ccccn2)CC1 (stereo unspecified) | i | 47.7
COc1ccc(C2=NN(C(C)=O)CC2c2cccc([N+](=O)[O-])c2)cc1 (stereo unspecified) | i | 14.3
CN(C)S(=O)(=O)c1cccc(C(=O)Nc2ccc(C(=O)Nc3cccc(S(N)(=O)=O)c3)cc2)c1 | i | 24.9
O=C(CC1CCCC1)Nc1cc(C(F)(F)F)ccc1-n1cncn1 | i | 18.0
COc1ccc(C(=O)N(C)C2CCCc3ccccc32)cc1OC1CCN(C(C)C)CC1 (stereo unspecified) | i | 39.9
CC(=O)Nc1cccc(NS(=O)(=O)c2c(C)noc2C)c1 | i | 33.9
Cc1ccc(NC(=O)C2CCCN(S(=O)(=O)c3ccc4[nH]c(=O)ccc4c3)C2)c(C)c1 (stereo unspecified) | i | 42.4
CC(C)N(Cc1ccccc1)C(=O)CC(=O)N(Cc1ccccc1)C(C)C | i | 31.6
CC(C)C(C(=O)Nc1ccncc1)c1ccc(Cl)cc1 (stereo unspecified) | i | 50.7
COc1ccc(CN2CCN(C(=O)c3ccccc3F)CC2)c(OC)c1OC | i | 26.3
CCn1c(=O)c(CCC(=O)NCC2CCCO2)c(C)c2c(C)nn(-c3ccccc3)c21 (stereo unspecified) | i | 38.5
COc1ccc(C(CNC(=O)c2cc(S(=O)(=O)NCc3ccccc3)ccc2C)N2CCOCC2)cc1 (stereo unspecified) | i | 36.9
COc1ccc(C(=O)Nc2nccs2)cc1 | i | 57.4
Carrying on.
SMILES | T cell modulator | T cell modulator vesicle-bound %
CCCN(CC(=O)Nc1ccccc1C)C(=O)c1nn(CC)c(=O)c2ccccc12 | i | 42.9
COc1cc(SC)ccc1C(=O)NCC1CCCCC1 | i | 20.0
CC(=O)NCCC1CCN(C(=O)C2CCC(=O)N(C3CCCC3)C2)CC1 (stereo unspecified) | i | 26.9
CCC(C(=O)NC1CC1)n1nc(C)c2c(C)n(-c3ccccc3)nc2c1=O (stereo unspecified) | i | 25.3
CC(C(=O)Nc1ccc(F)cc1Cl)N(C)CCOc1ccccc1 (stereo unspecified) | i | 11.0
O=C(CSC(=S)N1CCCC1)N(Cc1nnc(-c2ccccc2Cl)o1)C1CC1 | i | 36.8
COc1ccc(CN([C@H](C)CO)S(=O)(=O)N(Cc2ccccc2)[C@H](CO)C(C)C)cc1 | i | 25.1
N#Cc1ccc(NC(=O)CSc2nc3[nH]c(=O)cc(O)c3s2)cc1 | i | 18.4
CC1CCC(NC(=O)C2COc3ccccc3O2)CC1 (stereo unspecified) | i | 52.3
COc1cc(OC)cc(C(=O)N2CCCC(Nc3ccc(F)cc3)C2)c1 (stereo unspecified) | i | 68.6
CCCC(=O)Nc1nnc(CCc2ccccc2)s1 | i | 60.8
Cc1cccc(N(C)C(=O)c2cc(S(=O)(=O)N3CCc4ccccc43)cn2C)c1 | i | 22.2
COc1ccc2nc(C)cc(N/N=C/c3ccc(F)cc3)c2c1 | i | 70.4
COc1ccccc1N(CC(=O)NCCSc1ccccc1)S(=O)(=O)c1ccccc1 | i | 3.8
C=CCNC(=O)C1CCC(=O)N1S(=O)(=O)c1ccc(C)cc1 (stereo unspecified) | i | 52.5
Cc1ccc(NC(=O)C2Cc3ccccc3CN2C(=O)c2ccco2)cc1S(=O)(=O)N(C)C (stereo unspecified) | i | 11.4
O=C(CCNS(=O)(=O)c1ccccc1)NNC(=O)COc1ccccc1F | i | 33.5
COc1cccc(CCNC(=O)CC2C(=O)NCCN2Cc2ccc(C)o2)c1 (stereo unspecified) | i | 16.8
Brc1cccc(OCCN2CCOCC2)c1 | i | 54.2
CC(C)(C)OC(=O)C[C@H]1C/C=C\C[C@@H](CC(=O)N[C@H](CO)Cc2ccccc2)C(=O)NCCOC1=O | i | 11.6
C/C(=N\NC(=O)c1nnn(-c2nonc2N)c1CN1CCCCCC1)c1ccc(Br)cc1 | i | 24.7
CCCCn1c(SCC(=O)Nc2ccc(C)c(S(=O)(=O)N3CCOCC3)c2)nnc1C(CC)N(C)C (stereo unspecified) | i | 15.8
CCN(C(=O)C1CCCN(c2ncnc3c2nc2n3CCCCC2)C1)c1cccc(Cl)c1 (stereo unspecified) | i | 47.2
CCOc1ccc(OCC)c(NC(=O)C2CCCN(S(=O)(=O)c3ccc(C)cc3)C2)c1 (stereo unspecified) | i | 5.4
NNc1nc(-c2ccccc2)nc(-c2ccccc2)c1Br | i | 59.6
COc1ccc(C(CNC(=O)c2ccc(-c3cccc(C(F)(F)F)c3)o2)N2CCOCC2)cc1 (stereo unspecified) | i | 49.6
CCc1ccc(NC(=O)[C@H](C)NC(=O)C2CCN(C(=O)[C@@H](N)CC(C)C)CC2)cc1 | i | 18.4
